NSD2 inh – inhibitors of human histone methyltransferase NSD2; actives 0.54% (n = 310,000); NSD2 peptide methylation, AlphaScreen, 120 min; inhibition, % at 12.5 µM; O96028; in the data active means inhibition above about 50%
Target sequence (O96028 whole entry, looked up): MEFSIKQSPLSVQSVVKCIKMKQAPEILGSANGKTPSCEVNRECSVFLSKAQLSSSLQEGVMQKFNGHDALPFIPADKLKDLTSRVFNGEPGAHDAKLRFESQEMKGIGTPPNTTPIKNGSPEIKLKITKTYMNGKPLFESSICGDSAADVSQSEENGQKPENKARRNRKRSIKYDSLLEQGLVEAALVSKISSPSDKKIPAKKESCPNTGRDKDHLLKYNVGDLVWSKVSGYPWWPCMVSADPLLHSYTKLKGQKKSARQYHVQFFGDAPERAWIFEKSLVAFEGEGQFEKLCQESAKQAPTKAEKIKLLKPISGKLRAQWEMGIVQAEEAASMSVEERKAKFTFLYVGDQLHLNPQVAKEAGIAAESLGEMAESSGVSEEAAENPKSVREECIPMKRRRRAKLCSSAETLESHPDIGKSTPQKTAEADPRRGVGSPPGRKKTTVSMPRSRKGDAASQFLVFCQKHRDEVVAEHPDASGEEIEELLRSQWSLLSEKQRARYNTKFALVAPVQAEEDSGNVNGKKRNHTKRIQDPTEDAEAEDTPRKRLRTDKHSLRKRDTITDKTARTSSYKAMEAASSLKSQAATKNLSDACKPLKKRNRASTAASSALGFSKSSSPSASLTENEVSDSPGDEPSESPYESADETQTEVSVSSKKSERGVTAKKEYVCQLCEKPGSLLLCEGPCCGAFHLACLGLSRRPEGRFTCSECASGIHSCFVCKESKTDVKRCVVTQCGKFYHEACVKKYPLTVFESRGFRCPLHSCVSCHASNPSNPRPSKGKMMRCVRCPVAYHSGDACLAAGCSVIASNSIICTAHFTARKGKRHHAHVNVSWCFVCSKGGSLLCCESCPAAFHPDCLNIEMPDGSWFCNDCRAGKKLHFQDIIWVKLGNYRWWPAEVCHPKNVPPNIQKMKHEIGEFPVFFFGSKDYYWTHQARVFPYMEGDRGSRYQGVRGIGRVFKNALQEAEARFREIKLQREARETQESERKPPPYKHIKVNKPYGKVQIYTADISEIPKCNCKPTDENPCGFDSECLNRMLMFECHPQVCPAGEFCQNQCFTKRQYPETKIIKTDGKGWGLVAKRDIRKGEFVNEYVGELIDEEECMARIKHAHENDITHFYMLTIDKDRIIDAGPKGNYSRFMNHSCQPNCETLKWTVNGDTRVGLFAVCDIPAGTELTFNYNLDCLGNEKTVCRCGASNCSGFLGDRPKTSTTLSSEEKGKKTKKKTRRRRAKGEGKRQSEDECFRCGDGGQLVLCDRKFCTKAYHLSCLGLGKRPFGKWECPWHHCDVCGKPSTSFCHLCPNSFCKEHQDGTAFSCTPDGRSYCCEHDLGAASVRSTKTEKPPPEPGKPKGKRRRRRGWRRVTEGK
Keap1 Nrf2 FP – Keap1-Nrf2 (human) interaction inhibition; Keap1 Kelch-Nrf2 peptide fluorescence polarization, 1536-well; inhibition, % at 9.4 µM; actives 0.15% (n = 340,000); in the data active means inhibition above about 12%;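 further: human Keap1 Kelch domain with fluorescein labeled Nrf2 9mer peptide probe; 0% = neutral control wells and 100% = peptide positive control; higher means more block of Keap1 binding to Nrf2 peptide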
C-LANA FP – KSHV C-LANA DNA binding inhibition; MBP-C-LANA/FAM-LBS DNA binding, fluorescence polarization; inhibition, % at 9 µM; actives 0.078% (n = 340,000); AID 504423;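 active means highest replicate inhibition at or above 60% at 9 µM, even if other replicates fall short; inactive means all replicates below 60% inhibition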;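 further: 0% = neutral control wells and 100% = 4 µM acridine orange control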
DAGLB inh – blocks human DAGLB lipase activity; actives 0.059% (n = 340,000); HEK293T DAGLB membrane lysate, EnzChek fluorogenic substrate; inhibition, % at 5.17 µM; Q8NCG7; in the data active means inhibition above about 34%;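 further: 0% = enzyme with vehicle and 100% = wells lacking enzyme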
Pemphigus Ab inh – blocks pemphigus antibody binding to human desmoglein-3; binding (percent of control), % at 10 µM; actives 0.48% (n = 310,000); DSG3-coupled beads, scFv-anti-DSG3-GFP binding, flow cytometry; stronger effect = lower value; P32926;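 active means binding more than 3 SD below its plate's average and above zero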;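 further: hits lower antibody fragment binding to DSG3; some compounds called inactive have numbers as strong as hits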
CAL PDZ FP-1 – CAL PDZ (human) peptide binding inhibition; Q9HD26; inhibition, % at 24.9 µM; actives 0.92% (n = 300,000); purified CAL PDZ, TMR-peptide fluorescence polarization, 1 h; AID 602252;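 active means mean inhibition of at least 30% with at least half of replicates also reaching 30%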;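 further: 0% = DMSO neutral control and 100% = excess unlabeled competitor peptide PRC23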
V-ATPase pH – yeast V-ATPase proton transport regulation by pHLuorin; response, % at 10 µM; S. cerevisiae, pHLuorin cytosolic pH fluorescence; actives 0.37% (n = 350,000); in the data active means response mostly above about 7.3%, no sharp cut-off; inactive means mostly below about 5.4%; further: actives read high; inactives centre near 0; some compounds called inactive have numbers as strong as hits; reference of the scale not given here
CAL PDZ FP-2 – inhibitors of human CAL PDZ peptide binding | inhibition, % at 20 µM | actives 0.02% (n = 330,000) | AID 504414 | purified CAL PDZ, TMR-peptide fluorescence polarization, 1 h;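 active means highest replicate inhibition of at least 40%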;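 further: plate controls were DMSO neutral control wells for no effect and unlabeled competitor peptide control wells for full effect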
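System: purified tagged CAL PDZ domain construct (CerCALP). Schedule: 1 h incubation at room temperature before polarization reading. Medium: 25 mM sodium phosphate pH 7.4, 150 mM NaCl, TCEP, IgG, Thesit. Read-out: percent inhibition from loss of millipolarization. Measured by: FP readout, S and P plane fluorescence. Probe or stimulus: fluorescent TMR peptide probe.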
RTF Ca sens inh – cardiac RTF calcium desensitization | inhibition, % at 7.15 µM | P19429+P45379 | IANBD-labeled cardiac RTF, Ca2+ fluorescence | actives 0.12% (n = 340,000);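 active means inhibition above the mean inhibition of all tested compounds plus 3 SD, cut at about 17% in these data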;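 further: assay run at fixed EC70 calcium of 1.6 mM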
Arr AP2 block – blocks beta-arrestin peptide binding to AP2 adaptin | FITC-arrestin peptide / GST-AP2 beads, flow cytometry; AP2 beta2 appendage carries R879A mutation | inhibition, % at 10 µM | actives 0.31% (n = 340,000) | AID 504490;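 active means inhibition above a set limit, near 3 SD of compounds lacking own fluorescence, cut at about 54% in these data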;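 further: plate controls were DMSO wells for no effect and 5 µM unlabelled arrestin peptide for full effect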
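Material – AP2 appendage R879A on GSH beads · Buffer or medium – PBS with 0.05% Tween 20 and 0.1% BSA · Probe or stimulus – fluorescein-tagged arrestin peptide at 50 nM final · Incubation – compound with beads 12 min RT, then probe 1 h RT · Detection – high-throughput flow cytometry of beads, ex 488, em 535 nm · Evaluation – percent response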
* hit, by the source's call; / = no result given.

| Molecule | NSD2 inh | Keap1 Nrf2 FP | C-LANA FP | DAGLB inh | Pemphigus Ab inh | CAL PDZ FP-1 | V-ATPase pH | CAL PDZ FP-2 | RTF Ca sens inh | Arr AP2 block |
| --- | --- | --- | --- | --- | --- | --- | --- | --- | --- | --- |
| COc1ccc(Nc2nc(N)nc(CSC(=S)N3CCOCC3)n2)cc1 | 1.0 | 2.5 | -0.2 | 1.5 | 92.2 | 0.0 | 2.7 | -3.1 | -9.9 | -0.9 |
| CCOc1ccccc1NC(=O)N1CCC(n2nnc3cc(C)ccc32)CC1 | -3.8 | 1.0 | 1.2 | -1.7 | / | -1.5 | 4.0 | -1.3 | 1.9 | -4.1 |
| CN1CC(=O)N(CC(=O)Nc2ccc(N(C)C)cc2)c2ccccc2C1=O | 6.6 | 0.0 | 1.4 | -0.2 | 100.6 | / | 1.2 | -0.8 | -7.9 | 17.1 |
| COc1ccccc1N(C(=O)c1ccco1)C(C(=O)NC1CCCC1)c1ccncc1 (centres undefined) | -6.1 | -4.2 | 1.5 | -2.9 | / | -0.2 | -2.2 | -2.6 | 1.1 | 15.6 |
| CCn1c(SCC(=O)Nc2cc(C)on2)nnc1-c1ccc(S(=O)(=O)N2CCCC2)cc1 | 0.4 | 2.5 | -0.8 | 0.0 | 111.4 | -1.4 | -0.9 | -0.7 | -7.2 | 2.1 |
| COc1ccc(NC(=O)CSc2nnc(-c3ccccn3)n2-c2ccccc2)cc1OC | -0.6 | -5.9 | -0.5 | 0.8 | 94.7 | 2.3 | 0.9 | -0.4 | -0.1 | -1.5 |
| O=C(CN1NS(=O)(=O)c2ccccc2C1=O)Nc1ccccc1OC(F)F | -0.2 | -1.3 | -1.1 | -2.4 | 93.9 | -6.6 | -1.3 | -0.8 | -5.7 | 12.0 |
| Cc1ccc(S(=O)(=O)n2c(C)nc3cc(C)ccc32)cc1 | 1.6 | -3.8 | -0.3 | -0.3 | 114.6 | 4.2 | -2.4 | -12.2 | -6.7 | 1.5 |
| Cc1cc(C(=O)N2CCN(c3ccccn3)CC2)c(C)o1 | 3.9 | -1.9 | 2.5 | -4.0 | 100.3 | 3.6 | 2.0 | 0.1 | 0.5 | 8.7 |
| CC1=C(C(=O)OCCC#N)C(c2cc3c(cc2Br)OCO3)NC(=O)N1 (centres undefined) | 0.9 | -6.1 | -1.7 | -0.5 | 91.5 | 0.8 | 1.0 | -0.4 | 0.7 | 3.0 |
| Cc1cccc2cc(C3CC(c4ccco4)=NN3C(=O)CCC(=O)O)c(Cl)nc12 (centres undefined) | 0.5 | -1.8 | -0.2 | 3.3 | 104.7 | 4.7 | -2.3 | -1.1 | 12.3 | 1.0 |
| COc1cccc2c1Oc1ncccc1N(C(=O)CCC(=O)NCc1ccccc1)C2 | -0.6 | -4.3 | -0.7 | -6.5 | 95.3 | -2.4 | -1.0 | -2.5 | 0.9 | 28.6 |
| OCCc1c[nH]c2cc(F)ccc12 | / | -2.4 | -0.1 | 2.9 | 106.3 | -1.0 | 1.4 | -1.0 | -6.8 | 0.8 |
| COc1ccc(C2SCC(=O)N2c2nnc(C34CC5CC(CC(C5)C3)C4)s2)cc1 (centres undefined) | 16.1 | -6.9 | 1.4 | -0.5 | 96.8 | 0.0 | -0.6 | -0.7 | -6.0 | -0.7 |
| O=C(CCN1C(=O)COc2ccccc21)NCCN1CCc2ccccc2C1 | 0.0 | -0.8 | 0.0 | -1.6 | 101.0 | 0.5 | -1.1 | -2.2 | -7.3 | -3.8 |
| CN(CC(=O)NC1CCN(Cc2ccccc2)CC1)S(=O)(=O)c1ccc(Cl)s1 | 0.5 | -0.4 | -8.7 | 0.9 | 112.5 | 1.6 | 1.4 | -5.0 | -10.3 | 24.6 |
| CCOC(=O)C(Oc1ccc2c(-c3ccccc3)cc(=O)oc2c1)c1ccccc1 (centres undefined) | -3.1 | -2.5 | -1.3 | -4.8 | 87.8 | -0.6 | 3.0 | -2.6 | -6.6 | -7.7 |
| Cn1cc(CC(=O)Nc2cccc(C#N)c2)c2ccccc21 | 1.2 | -6.6 | 2.4 | -1.6 | / | -5.0 | -1.2 | -0.7 | -2.8 | -5.0 |
| COCCN(C(=O)c1ccco1)c1nc(-c2ccccc2)cs1 | 0.6 | 3.7 | 0.3 | -6.2 | 109.0 | 25.3 | -0.7 | -3.6 | -2.0 | -7.1 |
| CC1CN(C(=O)COc2ccc3ccccc3c2)CC(C)O1 (centres undefined) | -1.2 | -7.0 | 1.4 | -2.6 | 94.2 | -6.5 | 3.2 | 0.3 | -14.7 | -18.2 |
| CC(C)(C)OC(=O)N(CCc1ccccc1)Cc1ccccc1OCc1cccc(NC(=O)C2CCCC2)c1 | / | -3.8 | 1.7 | -16.1 | 101.0 | -1.4 | -1.3 | -0.6 | -2.9 | 22.3 |
| CCSc1ncc(/C=N/Nc2ccc([N+](=O)[O-])cc2)n1C | 0.2 | -3.9 | -0.7 | 15.3 | / | 2.8 | -0.4 | 1.8 | -0.6 | -2.1 |
| CCCNC(=O)CS(=O)Cc1nc(-c2cccc(OC)c2)oc1C (centres undefined) | / | -3.5 | 2.3 | -0.1 | 105.8 | / | 0.1 | 0.7 | -1.0 | 1.0 |
| CNS(=O)(=O)c1cccc(C(=O)OCC(=O)/C=C2/N(C)c3ccccc3C2(C)C)c1 | 2.0 | -6.3 | 0.0 | 2.9 | 96.8 | -2.8 | 0.0 | -1.8 | 7.5 | 4.5 |
| Cc1ccc(NC(=O)Cn2cncc2-c2ccc([N+](=O)[O-])cc2)cc1C | -1.1 | -1.6 | 0.7 | -3.4 | 102.5 | -1.2 | / | -0.2 | 9.0 | -0.9 |
| C/C(=N\NC(=O)C(=O)Nc1c(C)n(C)n(-c2ccccc2)c1=O)c1ccc(Cl)s1 | -0.4 | -1.0 | -1.2 | -2.0 | / | -4.2 | -5.1 | -0.6 | -2.8 | 0.4 |
| Cc1cc(C)n2nc(C(=O)N/N=C/c3ccc(O)cc3)nc2n1 | 0.4 | -0.7 | 0.2 | -0.5 | 98.5 | -3.1 | 0.1 | -0.6 | 3.2 | 2.0 |
| CCCn1c(CCl)nc2cc(S(=O)(=O)N3CCOCC3)ccc21 | -1.3 | -3.4 | 0.0 | 0.7 | 92.4 | -3.1 | 2.0 | -0.2 | 0.8 | -0.1 |
| CCn1ccnc1CNC(=O)CC1C(=O)NCCN1Cc1ccc(F)cc1Cl (centres undefined) | -1.2 | -3.8 | 1.8 | 0.7 | 102.6 | -1.1 | -4.7 | -1.8 | -5.8 | 6.7 |
| CC(=O)C1C(=O)c2c(cccc2[N+](=O)[O-])C1=Nc1cccc(Cl)c1 (centres undefined) | -0.5 | -2.3 | -1.0 | 4.9 | 107.9 | -3.2 | -4.5 | -0.2 | -3.4 | 12.8 |
| O=C(CSc1ncn(-c2ccccc2)n1)Nc1nc2ccccc2s1 | 2.5 | 5.8 | 2.3 | -0.1 | / | -7.0 | -0.6 | -2.6 | -5.0 | 15.6 |
| COc1ccccc1/C=C1/SC(=S)N(C(C)C(=O)NC2C=CS(=O)(=O)C2)C1=O (centres undefined) | 11.2 | -7.8 | -0.1 | -1.9 | 96.5 | -1.1 | -1.8 | -1.8 | 6.6 | 28.2 |
| OCCN(CCO)CC(O)COc1ccc2c(c1)OCO2 (centres undefined) | 0.3 | -6.8 | -0.8 | -2.7 | 105.2 | 0.0 | -0.9 | -1.2 | -7.8 | -5.7 |
| Cc1cc(C(=O)NCc2cccnc2)n(-c2ccccc2)n1 | / | -3.0 | 0.7 | -0.8 | 98.3 | / | -0.6 | 0.4 | 2.4 | 18.0 |
| COc1ccc(CNC(=O)C(c2ccncc2)N(C(=O)Cc2cccs2)c2ccccc2C)cc1 (centres undefined) | / | 1.1 | 0.2 | -2.5 | 99.2 | -0.8 | -1.1 | -0.7 | -8.3 | -0.2 |
| C/C(=N\NC(=O)NC1CCCCC1)C1CCCCC1 | 2.5 | -8.0 | -0.2 | 0.7 | 112.5 | -0.9 | 0.5 | -1.0 | -10.2 | -2.5 |
| Cc1ccc(/C=C/C(=O)O)cc1S(=O)(=O)NCCCO | 24.5 | -4.7 | -0.3 | 0.9 | 105.2 | -20.0 | 0.6 | -7.3 | -5.7 | 3.3 |
| CN(C)C(CNC(=O)C1CCN(S(=O)(=O)c2ccccc2C(F)(F)F)CC1)Cc1ccccc1 (centres undefined) | 3.5 | -4.8 | -1.7 | -0.5 | 108.5 | -3.1 | 6.5 | -1.3 | -2.8 | -0.6 |
| N#Cc1ccc(CN2CCN(C(=O)CNC(=O)Cc3cccc4ccccc34)CC2)cc1 | / | -2.8 | 0.7 | -1.5 | 108.8 | -6.0 | -0.8 | -2.3 | -27.1 | -7.7 |
| Cc1ccc(-c2nn3c(C)nnc3c3ccccc23)cc1S(=O)(=O)NCCN1CCOCC1 | -2.4 | -2.2 | -0.5 | -0.4 | 105.6 | / | 2.2 | -3.3 | -4.4 | 11.4 |
| CCOC(=O)C1CCCN(Cc2ccc(-c3ccccc3)cc2)C1 (centres undefined) | -1.9 | -2.0 | 0.9 | -4.0 | 101.7 | -4.6 | 2.8 | -0.3 | -3.5 | -2.1 |

Seven structures already listed, arranged by molar mass, highest first:
| Molecule | NSD2 inh | Keap1 Nrf2 FP | C-LANA FP | DAGLB inh | Pemphigus Ab inh | CAL PDZ FP-1 | V-ATPase pH | CAL PDZ FP-2 | RTF Ca sens inh | Arr AP2 block |
| --- | --- | --- | --- | --- | --- | --- | --- | --- | --- | --- |
| CN(C)C(CNC(=O)C1CCN(S(=O)(=O)c2ccccc2C(F)(F)F)CC1)Cc1ccccc1 (centres undefined) | 3.5 | -4.8 | -1.7 | -0.5 | 108.5 | -3.1 | 6.5 | -1.3 | -2.8 | -0.6 |
| COc1ccc(CNC(=O)C(c2ccncc2)N(C(=O)Cc2cccs2)c2ccccc2C)cc1 (centres undefined) | / | 1.1 | 0.2 | -2.5 | 99.2 | -0.8 | -1.1 | -0.7 | -8.3 | -0.2 |
| COc1ccccc1/C=C1/SC(=S)N(C(C)C(=O)NC2C=CS(=O)(=O)C2)C1=O (centres undefined) | 11.2 | -7.8 | -0.1 | -1.9 | 96.5 | -1.1 | -1.8 | -1.8 | 6.6 | 28.2 |
| N#Cc1ccc(CN2CCN(C(=O)CNC(=O)Cc3cccc4ccccc34)CC2)cc1 | / | -2.8 | 0.7 | -1.5 | 108.8 | -6.0 | -0.8 | -2.3 | -27.1 | -7.7 |
| CCOC(=O)C1CCCN(Cc2ccc(-c3ccccc3)cc2)C1 (centres undefined) | -1.9 | -2.0 | 0.9 | -4.0 | 101.7 | -4.6 | 2.8 | -0.3 | -3.5 | -2.1 |
| Cc1ccc(/C=C/C(=O)O)cc1S(=O)(=O)NCCCO | 24.5 | -4.7 | -0.3 | 0.9 | 105.2 | -20.0 | 0.6 | -7.3 | -5.7 | 3.3 |
| Cc1cc(C(=O)NCc2cccnc2)n(-c2ccccc2)n1 | / | -3.0 | 0.7 | -0.8 | 98.3 | / | -0.6 | 0.4 | 2.4 | 18.0 |

Compound activity from PubChem BioAssay.

A portion of the library; count on the stated rates, not on these rows.
